TTR transcr act: TTR transcription activators in neuroblastoma reporter cells, primary screen, cell-based, luminescence, SH-SY5Y, TTR promoter Gaussia luciferase | 100% = recombinant luciferase protein wells | activation, % at 16.7 µM | 92,000 compounds, 1.3% hits | AID 1117267, 2014;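 active = activation above the mean of all tested compounds plus 3 SD, cut at about 9.5% in these data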;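 also: cells exposed to compounds for one day before reading; 0% = median of all test compound wells on the plate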
Starred values were filed as active, the others as inactive. These rows are one share of the data; count on the stated rates, not on these rows.

SMILES	TTR transcr act
COc1cc(C2=NOC(C(=O)Nc3ccc(C(C)=O)cc3)C2)cc(OC)c1OC (configuration not stated)	4.7
COc1ccccc1NC(=O)CNC(=O)CC12CC3CC(CC(C3)C1)C2	-0.2
CCCC/C=C1/[C@@H](C(C)C)N(Cc2ccc3c(c2)OCO3)C2=N[C@H](c3ccccc3)CC(=O)N21	3.5
CCC[C@H]1[C@@H](N(C)CC2CCCCC2)CC[C@@]23CCCN2C(=O)CCC[C@@H]13	-1.0
Cc1csc2ncnc(NCCc3ccccn3)c12	-3.1
O=C(CN1C(=O)CNC1=O)Nc1cccc(C(F)(F)F)c1	1.0
COC(=O)c1ccc(N2C(=O)Nc3ccccc3N2O)cc1	-1.7
CCc1nc(N)c(C#N)c(-c2ccc(OC)c(OC)c2)c1C	1.0
O=C(CCN1CCc2ccccc2CC1)c1ccc2c(c1)OCCO2	-6.4
CCCN(C)C[C@H]1Oc2ncc(Br)cc2C(=O)N([C@@H](C)CO)C[C@@H]1C	2.4
COc1ccc(/C=N/N=C2/NC(=O)C(c3ccccc3)(c3ccccc3)S2)cc1	0.1
CC(C)Oc1cc2oc(=O)c3c(c2cc1Cl)CCC3	2.2
Cc1cc(/C=C(\C#N)C(=O)O)c(C)n1CC(C)C	-1.1
O=C(Cn1ncc2c3ccccc3n(Cc3ccccc3)c2c1=O)NCc1ccccn1	-1.1
OCCN1CCN(CC(O)COc2ccc(C34CC5CC(CC(C5)C3)C4)cc2)CC1 (configuration not stated)	-1.4
CCCC(NC(=S)NCC1CCCO1)C12CC3CC(CC(C3)C1)C2 (configuration not stated)	2.6
COP(=O)(OC)c1nc(-c2ccc([N+](=O)[O-])cc2)oc1N1CCCCC1	-0.8
CCCCCNS(=O)(=O)c1cc2c3c(c1)CCC(=O)N3CCC2	-0.4
O=C(/C(=C/O)N=Nc1ccc(Cl)cc1)c1ccncc1	-3.4
O=C1CC(N2CCN(c3ccccc3)CC2)C(=O)N1c1cccc(Cl)c1 (configuration not stated)	-0.1

Other structures:
SMILES	TTR transcr act
CCC1=NN(C(=O)Cc2ccc([N+](=O)[O-])cc2)C(O)(C(C)(C)C)C1 (configuration not stated)	-1.2
Cc1cc(Cl)ccc1OCCCC(=O)NCC1CCCO1 (configuration not stated)	0.4
CN(CC(=O)Nc1cccc(F)c1)C(=O)CN1C(=O)C2CCCCC2C1=O (configuration not stated)	3.4
N#Cc1cc2c(nc1SCC(=O)O)CCCC2	0.3
COc1cccc(OCCn2cccc2/C=C2/C(=N)N3OC(C)=CC3=NC2=O)c1	2.2
COc1ccc(C2C(C(=O)OC3CCCCC3)=C(C)Nc3nnnn32)c(OC)c1OC (configuration not stated)	-1.2
C=CCNC(=O)CC(=O)N/N=C/c1cccc(C)c1	0.4
Cc1nnc(SCC(=O)N(C)Cc2ccccc2)[nH]c1=O	-0.3
CCOC(=O)c1nnn(CC(=O)N2N=C(c3ccccc3)CC2c2ccccc2)c1C(=O)OCC (configuration not stated)	0.2
O=C1CSCN1c1ccc(Cl)c(Cl)c1	3.5
CCCN(c1ccc(C(=O)OC)cc1)S(=O)(=O)c1ccccc1	-1.1
O=C(O)CCc1ccc(S(=O)(=O)NCCc2ccccc2)cc1	6.0
C=CCn1nc2n(c1=O)-c1ccccc1SC2	-0.1
COc1cccc2c(Cl)c(CC=C(Cl)Cl)c(C)nc12	-1.1
NC(CCc1ccccc1)c1csc(Nc2cnccn2)n1 (configuration not stated)	-2.1
CCn1cc(CN2CCC(C(=O)Nc3ccc(Oc4ccccc4F)cc3)CC2)cn1	-2.0
Cc1ccc2nc(SC(C)C(=O)NCc3ccc4c(c3)OCO4)[nH]c2c1 (configuration not stated)	0.0
COc1ccc(-c2cc(C(=O)N/N=C/c3cccnc3)c3ccccc3n2)c(OC)c1	-1.7
COc1ccc(CCN(C)CC(=O)Nc2ccc(F)c(Cl)c2)cc1OC	-0.9
COc1cccc(Cn2cc(COC(=O)N3CCOCC3)nn2)c1	0.0

Next part:
SMILES	TTR transcr act
COCCc1ncc(CN2CCCCC2C(=O)Nc2ccc(Oc3ccccc3)nc2)cn1 (configuration not stated)	6.4
COc1ccc(NCc2nnc(SCC(=O)NCc3ccccc3)n2-c2ccccc2OC)cc1	-1.2
CCCCN(C(=O)CSCC(=O)Nc1ccc(C)cc1)c1c(N)n(CCCC)c(=O)[nH]c1=O	-1.2
COc1ccc(OC)c(CCNC(=O)Cn2nc(C)c3c(C)n(-c4ccc(C)cc4)nc3c2=O)c1	-5.4
C[C@@]12C(=O)N(CCO)CC(=O)N1[C@H](/C=C/c1ccccc1)[C@@H]1C(=O)N(c3ccccc3)C(=O)[C@@H]12	23*
Cc1ccc(C(=O)c2no[n+]([O-])c2C(=O)c2ccc(C)cc2)cc1	5.3
COc1ccc2c(c1)C1=NN(/C(C)=C/C(C)=O)C(c3ccc(F)cc3)C1CC2 (configuration not stated)	-0.1
CC(Sc1ccccc1F)C(=O)Nc1ccc2c(c1)OCCO2 (configuration not stated)	0.0
CC(=O)Nc1ccc(S(=O)(=O)N[C@@H](C)C(=O)OCC(=O)c2ccc[nH]2)cc1	-0.3
C[C@H](NC(=O)C1CC(=O)N(c2ccc3c(c2)OCO3)C1)C(=O)NCc1ccco1 (some centres not stated)	0.0
CC(C)=N/N=C1/NC(=O)C(c2ccccc2)S1 (configuration not stated)	3.0
COC(=O)c1c(C)oc(C)c1S(=O)(=O)NCc1ccc(Cl)cc1Cl	0.2
CC(=O)Nc1ccc(NC(=O)C(C)O/N=C/c2cccc([N+](=O)[O-])c2)cc1 (configuration not stated)	0.2
Cc1sc(N)nc1-c1ccccc1	1.4
Cc1cc(C)nc(SCC(=O)c2ccc(C)c(C)c2)n1	2.0
CCC(C)NC(=O)C1CCC(=O)N(c2ccc3c(c2)OCO3)C1c1ccc(OC)cc1 (configuration not stated)	4.5
Cc1ccc(-n2[nH]c(C)c(C=Nc3ccc(Br)cn3)c2=O)cc1	3.5
NC(=O)c1c(NC(=O)CN2CCOCC2)sc2c1CCC2	0.3
O=C(COc1ccc(Cl)cc1)NCc1ccncc1	3.5
CNCc1ccccc1Sc1cccc(O)c1	2.4

Looked up one by one from the list above (five):
SMILES	TTR transcr act
Cc1cc(C)nc(SCC(=O)c2ccc(C)c(C)c2)n1	2.0
CCC(C)NC(=O)C1CCC(=O)N(c2ccc3c(c2)OCO3)C1c1ccc(OC)cc1 (configuration not stated)	4.5
CCc1nc(N)c(C#N)c(-c2ccc(OC)c(OC)c2)c1C	1.0
Cc1ccc(C(=O)c2no[n+]([O-])c2C(=O)c2ccc(C)cc2)cc1	5.3
COc1ccc(OC)c(CCNC(=O)Cn2nc(C)c3c(C)n(-c4ccc(C)cc4)nc3c2=O)c1	-5.4

Other entries follow:
SMILES	TTR transcr act
Cc1ccc(NC(=O)c2ccc3snnc3c2)cc1C	-1.2
COc1ccc(/C=N/N2C(=O)CN(C(=O)c3ccccc3)C2c2ccc(OC)cc2)cc1 (configuration not stated)	-1.0
CCOC(=O)Cc1csc2nc3sc(C)c(C)c3c(=O)n12	-0.5
Cc1cc(-c2cc(-c3ccc(Cl)cc3)on2)nc(NC2CCCC2)n1	9.8*
C/C(=N\NC(=O)Cc1cccn1C)c1ccc2ccccc2c1	11*
Cc1nn(C)c(C)c1S(=O)(=O)N1CCC(C(=O)NC2CCCc3ccccc32)CC1 (configuration not stated)	1.8
CC(C)C(=O)N1CCC1(C)C(=O)Nc1ccccc1OC(F)F (configuration not stated)	-0.4
COc1cc(C(O)P(=O)(OCCC(C)C)c2ccc(N(C)C)cc2)cc(OC)c1OC (configuration not stated)	-0.3
O=S(=O)(Nc1cccc2ccccc12)c1cccc2nonc12	-0.9
CCCN(CCC)Cc1cc2ccccc2c2c1COC2	4.4
Cc1ccc(S(=O)(=O)NC(C)C(=O)NC2CCCCCC2)cc1 (configuration not stated)	-0.2
CCn1c(=O)c2c(cnn2C)c2ccccc21	7.0
O=C(COc1ccc(Cl)cc1Cl)NC(=S)N1CCCc2ccccc21	-0.3
CNc1ccc(/C=C/C(=O)c2cccc3ccccc23)cc1[N+](=O)[O-]	-0.7
O=C(O)C1CCN(c2nc(-c3ccccc3)nc3c2oc2ccccc23)CC1	0.1
Cc1ccc(NC(=O)Cc2cc(C(=O)O)c3ccccc3n2)c(C)c1	-1.7
Cc1c(/C=N/NC(=O)C(C)(C)Oc2ccc(Cl)cc2)cnn1C	1.6
CC(c1ccccn1)N(Cc1ccco1)C(=S)Nc1cccc(F)c1 (configuration not stated)	-0.9
C=CCOc1cccn2c(N(C)C(=O)c3ccc(OC)cc3)c(CC)nc12	-0.7
COc1ccc(CN(C)C(C)C(=O)Nc2ccc(S(=O)(=O)N3CCOCC3)cc2)c(OC)c1 (configuration not stated)	0.8

Among those listed so far, these contain bromine.
SMILES	TTR transcr act
CCCN(C)C[C@H]1Oc2ncc(Br)cc2C(=O)N([C@@H](C)CO)C[C@@H]1C	2.4
Cc1ccc(-n2[nH]c(C)c(C=Nc3ccc(Br)cn3)c2=O)cc1	3.5

(cont.)
SMILES	TTR transcr act
CN1CCC(=NNC(=O)c2cc(-c3ccc(Cl)cc3)n[nH]2)CC1	-1.5
CC1CCCCN1S(=O)(=O)c1ccc(S(=O)(=O)NCCc2ccncc2)cc1 (configuration not stated)	-1.1
CC(C)N1CCN(Cc2ccc(C#CCCO)cc2)CC1CCO (configuration not stated)	1.1
CC(=O)C1=C(C)NC(=S)NC1c1cc([N+](=O)[O-])ccc1O (configuration not stated)	1.7
O=C(CNC(=O)c1ccc2c(c1)OCCO2)N/N=C/c1ccc(Cl)cc1	1.7
CCCN1Cc2cccc(C(=O)NC(CC(=O)OCC)c3ccc(OC(C)C)cc3)c2C1=O (configuration not stated)	1.1
CC(NC(=O)Cn1nc(-c2ccccc2)c2ccccc2c1=O)c1ccccc1 (configuration not stated)	2.5
CCc1ccc2c(c1)C(c1ccc([N+](=O)[O-])cc1)=NNC(c1ccc(Br)cc1)=N2	0.4
COC(=O)CSc1nnc(C)c(=O)[nH]1	3.8
C=C[C@]1(C)C=C2C(=O)[C@@]3(O)OC(=O)[C@@]4(CCCC(C)(C)[C@H]34)[C@@]2(O)CC1	-5.9
COc1ccc(CCNC(=O)CSc2nc3ccsc3c(=O)n2Cc2ccccn2)cc1OC	3.2
CN1CCN(C(=O)C2=C[C@H](c3coc4ccccc4c3=O)C[C@H](OCc3ccc(CO)cc3)O2)CC1	-1.4
CC(C)CC(=O)NC1(C(F)(F)F)C(=O)Nc2c1c(=O)n(C)c(=O)n2C (configuration not stated)	-2.3
C#CCN(C[C@H]1[C@H](OC(=O)NCc2ccccc2F)[C@H](OC(=O)NCc2ccccc2F)C[C@H]2C(=O)N(c3ccccc3)C(=O)[C@@H]12)S(=O)(=O)c1ccc(C)cc1	0.1
Cc1c(C(=O)NCC2CCCO2)oc2ccc(S(=O)(=O)N3CCCCC3)cc12 (configuration not stated)	-0.3
NC(=O)C1CCN(Cc2nc3c(Br)cc(Br)cc3c(=O)[nH]2)CC1	-0.1
O=C(OCCN1CCCCC1)c1cccc(F)c1	-0.6
COc1ccc(OC(=O)CCN2C(=O)C3C4C=CC(C4)C3C2=O)cc1 (configuration not stated)	-0.1
S=C(Nc1ccc2c(c1)OCO2)N1CCN(Cc2ccco2)CC1	-0.6
Cc1ccc(-n2c(N)c(C#N)c(-c3ccc(Cl)cc3)c(C#N)c2=O)cc1	4.7

Looked up above:
`COC(=O)CSc1nnc(C)c(=O)[nH]1` @ TTR transcr act: 3.8
`COc1ccc(OC(=O)CCN2C(=O)C3C4C=CC(C4)C3C2=O)cc1` (configuration not stated) @ TTR transcr act: -0.1
`Cc1ccc(-n2c(N)c(C#N)c(-c3ccc(Cl)cc3)c(C#N)c2=O)cc1` @ TTR transcr act: 4.7

(next part)
SMILES	TTR transcr act
C=C(C)c1sc(-c2ccc(Cl)cc2)nc1C	-2.7
CCOC(=O)N1CCN(C(=O)C[C@H]2C[C@@]3(C(=O)OC)C(=C[C@H](C(C)C)O[C@@H]3C3CC3)N(CCc3ccc(OC)c(OC)c3)C2=O)CC1	-1.5
COC(=O)CS(=O)(=O)c1cccc2cccnc12	-0.3
Cc1ccc(CC(=O)Nc2cccc(C(=O)Nc3c(C)n(C)n(-c4ccccc4)c3=O)c2)cc1C	0.1
CCCC12CN3CC(C)(CN(C1)C3c1ccc(OC(C)C)cc1)C2=O (configuration not stated)	-2.6
COCCCNC(=O)C[C@@H]1C[C@@]2(C(=O)OC)CC(C)(C)CC=C2N(Cc2ccco2)C1=O	-2.3
Cc1ccc(C(=O)Cn2c(-c3ccccc3)noc2=O)cc1	4.0
CCOc1cc(S(=O)(=O)N(CC)CC)ccc1F	0.5
O=C1CCCc2nc(N3CCN(C(=O)c4ccco4)CC3)ncc21	0.4
CCOC(=O)C1=CCN(S(=O)(=O)c2ccc(C)cc2)C1c1cccc(Cl)c1 (configuration not stated)	0.0
Cc1cc(C)c2nc(C(F)(F)F)c(C#N)c(N)c2c1	-0.3
COc1ccc(C(=O)N(Cc2ccccc2)Cc2cc3cc4c(cc3[nH]c2=O)OCCO4)cc1	0.4
Cc1ccc(NC(=O)COC(=O)C2C3CC4OC(=O)C2C4C3)cc1 (configuration not stated)	3.9
CCOC(=O)c1sc(NC(C)=O)cc1C	-1.8
COc1ccc(NC(=O)CN(C)CC(=O)Nc2ccccc2SC)cc1Cl	-1.6
CC1=CC2=NC(=O)/C(=C\c3cccn3CCOc3ccc(C)c(C)c3)C(=N)N2O1	-0.9
COc1ccc(/C=N/n2cnnc2)cc1Cn1nc(C)c([N+](=O)[O-])c1C	4.9
CC1CCCCN1CCCNC(=O)c1cc(Br)c(Br)[nH]1 (configuration not stated)	1.1
O=C(Cc1ccccc1)NC(NC(=O)Cc1ccccc1)c1cccc([N+](=O)[O-])c1	1.2
